# Screens as filed in PubChem BioAssay.
# PglD DTNB – PglD (C. jejuni) enzyme inhibition; 360,000 tested, 0.098% active; inhibition, % at 12.5 µM; purified PglD enzyme, DTNB colorimetric CoA detection; in the data active means inhibition above about 16%, passing the limit was not always enough; inconclusive means no clear call, values can overlap the other calls; further: strong numbers were not always called active
# C2C12 statin – protects C2C12 myotubes from simvastatin toxicity; rescue of ATP level, % at 7.49 µM; 330,000 tested, 0.78% active; ATP luminescence, 48 h; scaled: DMSO 0, geranylgeraniol control 100;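 active means mean ATP rescue above about 67%, or every replicate alone reaching that limit, limit read from the data, passing the limit was not always enough; inconclusive means no clear call, values can overlap the other calls; inactive means mean under the limit and some replicate under it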;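 further: myotubes were challenged with 10 µM simvastatin during compound exposure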
# S100A4 MyoIIA – S100A4-myosin IIA interaction inhibition | P26447 | S100A4/TAMRA-MyoIIA peptide fluorescence polarization | inhibition, % at 10.7 µM | 360,000 tested, 0.14% active;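 active means mean inhibition of at least 70% across replicates, with every replicate also reaching that level; inconclusive means mean inhibition reaches 70% but some replicates fall short; inactive means mean inhibition below 70%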
#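 Material: S100A4 monomer protein | Medium: HEPES pH 7.2 with CaCl2, KCl, NaCl, DTT, Triton | Reagent: Labelled myosin peptide probe, 5 nM | Doses: One dose per compound | Times: 5 min incubation before reading | Benchmarks: Neutral control DMSO, positive control TFP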
# DENV2 CPE – DENV2-induced cell death inhibition. DENV2-infected cells, cytopathic effect rescue, plate reader. CPE inhibition, % at 9.99 µM. 350,000 tested, 1.7% active; in the data active means CPE inhibition above about 20%, passing the limit was not always enough; inconclusive means no clear call, values can overlap the other calls; tested in BHK-21 cells;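 further: 0% = median of neutral control wells and 100% = median of positive control wells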
# SIRT5 inh – inhibitors of human sirtuin-5 desuccinylase. Q9NXA8. Purified SirT5, succinyl-peptide AMC, trypsin-coupled fluorescence. inhibition, % at 15 µM. 330,000 tested, 1.1% active. AID 652115; in the data active means inhibition above about 15%; inconclusive means no clear call, values can overlap the other calls
# ERp5 inh – ERp5 (human) disulfide isomerase inhibition | Q15084 | ERp5 insulin aggregation, absorbance 650 nm, 90 min | inhibition, % at 9.99 µM | 350,000 tested, 0.05% active;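 active means mean replicate inhibition above about 25%, with every replicate also reaching it, limit read from the data, passing the limit was not always enough; inconclusive means only one of those two criteria met; inactive means neither criterion met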
# Target sequence (Q15084 whole entry, looked up): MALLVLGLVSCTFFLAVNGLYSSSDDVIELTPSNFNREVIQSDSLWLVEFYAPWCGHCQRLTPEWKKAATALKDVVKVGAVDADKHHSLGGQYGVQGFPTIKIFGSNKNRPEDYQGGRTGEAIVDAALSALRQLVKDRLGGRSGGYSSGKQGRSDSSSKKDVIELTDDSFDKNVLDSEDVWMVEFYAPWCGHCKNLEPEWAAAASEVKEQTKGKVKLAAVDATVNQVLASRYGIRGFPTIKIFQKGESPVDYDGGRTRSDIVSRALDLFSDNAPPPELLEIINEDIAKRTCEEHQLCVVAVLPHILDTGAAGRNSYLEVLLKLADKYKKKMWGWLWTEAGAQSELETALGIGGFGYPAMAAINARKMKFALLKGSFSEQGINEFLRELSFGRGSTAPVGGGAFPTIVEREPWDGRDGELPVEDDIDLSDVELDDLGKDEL
# E-selectin induc – induces E-selectin expression in human endothelial cells. AID 686992. P16581. HUVEC E-selectin immunofluorescence imaging; normalized: neutral wells 0, TNF-alpha wells 100. activation, % at 7.58 µM. 260,000 tested, 0.37% active;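 active means mean E-selectin-positive cell signal at least 10% of the positive control, reached in at least 60% of replicates, without over 20% cell loss; inconclusive means no rule given, readout overlaps actives, possibly toxicity-flagged; inactive means the rest, including those meeting only one limit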;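 further: in these data hits start at about 27%; measured in HUVEC primary endothelial cells; signal is the percent of cells scored E-selectin positive by PE staining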
# Target sequence (P16581 whole entry, looked up): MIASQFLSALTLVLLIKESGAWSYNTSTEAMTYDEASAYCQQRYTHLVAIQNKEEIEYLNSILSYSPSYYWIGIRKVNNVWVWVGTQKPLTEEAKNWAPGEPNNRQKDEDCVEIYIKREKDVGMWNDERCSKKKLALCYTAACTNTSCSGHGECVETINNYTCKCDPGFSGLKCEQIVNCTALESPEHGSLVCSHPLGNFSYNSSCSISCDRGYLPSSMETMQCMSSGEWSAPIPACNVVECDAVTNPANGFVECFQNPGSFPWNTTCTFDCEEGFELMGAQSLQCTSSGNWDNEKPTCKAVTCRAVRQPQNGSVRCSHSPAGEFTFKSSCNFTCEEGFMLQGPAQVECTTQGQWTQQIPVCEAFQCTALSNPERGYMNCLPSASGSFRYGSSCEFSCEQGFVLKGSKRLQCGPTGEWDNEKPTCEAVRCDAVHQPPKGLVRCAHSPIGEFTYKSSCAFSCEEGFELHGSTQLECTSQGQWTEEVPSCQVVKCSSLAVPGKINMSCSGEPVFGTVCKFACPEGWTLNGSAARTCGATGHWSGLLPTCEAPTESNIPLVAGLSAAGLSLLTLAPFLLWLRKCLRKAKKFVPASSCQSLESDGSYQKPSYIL
#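 System: HUVEC, human umbilical vein endothelial cells; quantity: 3,000 cells/well; buffer or medium: EGM-2 medium, gelatin-coated wells; dosing: single-point compound dose; detection: immunofluorescence imaging; evaluation: % PE-positive cells; benchmarks: TNF-alpha, DMSO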
# Active calls of the source: *; ? = inconclusive; . = no result given. An excerpt, so the mix of outcomes need not match the whole.
# Each structure is followed by: PglD DTNB, C2C12 statin, S100A4 MyoIIA, DENV2 CPE, SIRT5 inh, ERp5 inh, E-selectin induc
CC1CN(C(=O)Nc2ccc(Br)cc2Cl)CC(C)O1 (stereo not drawn)
    ., ., 1, 4, 67*, 3, .
COc1cc(CNCc2cccc(OC)c2OC)cc(OC)c1
    -9, -5, -5, 4, -5, -5, 0.4
Cc1ccc(S(=O)(=O)N(OCc2ccccc2)C(C)C(=O)O)cc1 (stereo not drawn)
    1, ., 1, -1, -11, 6, 0.2
CSc1ccc(-c2sc(Nc3cccc4ccccc34)n[n+]2-c2ccccc2)cc1
    6, -1, 7, -6, 7, 4, 0.2
CN1C(=O)/C(=C/c2cccc([N+](=O)[O-])c2)C(=O)N1c1ccccc1
    5, 9, 6, 0, 3, 3, .
CCOC(=O)C1(C)CCCN1C(=O)c1ccc(OC)cc1 (stereo not drawn)
    -6, 20, 0, -1, 2, -10, 1.3
CCCCn1c(=O)[nH]c(=O)c2c1nc(-c1cc(Cl)c(OC)c(OC)c1)n2C
    -2, -11, -4, 0, -3, 4, .
COc1ccc(OC)c(NC(=O)NC2CCCc3ccccc32)c1 (stereo not drawn)
    4, -8, -5, -3, 0, -2, .
Cc1ccc(/C=C2\SC(=S)N(CCCC(=O)NNC(=O)c3ccccc3O)C2=O)cc1
    7, 0, -8, -3, 1, -3, 0.0
COc1ccc(NC(=O)[C@H](C)NC(=O)[C@@H]2Cc3ccccc3CN2C(=O)OC(C)(C)C)cc1
    1, 5, -1, 6, -1, -2, .
O=C(c1cccc(F)c1)N1CC2(C1)[C@H](c1ccccc1)[C@@H](CO)N2C(=O)C1CCCCC1
    ., ., -11, -7, 1, -2, 0.1
O=C(CSc1nnc(NC(=O)c2c(F)cccc2F)s1)NC1CC1
    3, 7, 1, -4, -1, 0, 0.1
COc1cccc2c1C(CCCC(=O)O)CCC2 (stereo not drawn)
    0, 4, 4, -7, 2, -5, -0.6
O=C(NCc1ccncc1)C(=O)NCC1OCCN1S(=O)(=O)c1ccc(Cl)cc1 (stereo not drawn)
    3, ., 1, ?, -1, -1, -0.2
CCCN1C[C@H](C)[C@H](OC)CN(C)C(=O)c2ccc(NC(=O)c3cccc(OC)c3)cc2OC[C@H]1C
    0, 13, -65, -2, 3, 0, -0.3
CCOc1ccc(NC(=O)C2CCN(C(=O)N3CCOc4ccccc43)CC2)cc1
    -5, 8, -2, -7, 0, 2, .
O=C(Nc1ccc(C(F)(F)F)cc1)N[C@H]1C=C[C@@H](CC(=O)N2CCCCC2)O[C@H]1CO
    -2, 4, -7, 3, 3, 5, -0.2
Cc1ncsc1CCOC(=O)C1C2CC3CC(C2)CC1C3 (stereo not drawn)
    -6, -4, -3, ., -2, 0, -0.2
O=C(Nc1ccccc1)OC1CCCCc2cccnc21 (stereo not drawn)
    0, 0, 6, 6, -4, 11, .
O=C(C1CCCCC1)N1CC(=O)N2[C@H](CO)[C@@H](c3ccc(-c4ccccc4F)cc3)[C@H]2C1
    ., ., -1, 1, 0, 2, 0.4
Oc1cc2c(cc1C(c1ccc(Br)cc1)N1CCCC1)OCO2 (stereo not drawn)
    ., 5, -1, -3, -1, 11, .
CCCCN(C)C(=O)C1CCN(Cc2cccnc2)CC1
    4, 3, 2, 7, ., 4, .
CCCCn1c(N)c(N(CCOC)C(=O)CCCc2nc3ccccc3s2)c(=O)[nH]c1=O
    5, 7, -4, 11, -1, -1, 0.5
CC(=O)Nc1cc(C(C)(C)C)c(O)c(C(C)(C)C)c1
    5, 4, ., ., ., ., -1.3
C[C@@H]1CN([C@H](C)CO)C(=O)c2ccccc2-c2ccccc2CO[C@H]1CN(C)C(=O)Nc1cccc(C(F)(F)F)c1
    -2, ., 6, 8, 2, 3, 0.3
COc1cc(C(=O)NCCOC(=O)c2cccc(N(C)C)c2)cc(OC)c1OC
    -5, 7, -29, 3, -3, -1, .
CCNC(=O)[C@@H]1[C@@H](CO)[C@@H]2Cn3c(ccc(-c4ccccc4)c3=O)[C@@H]2N1Cc1ccccn1
    1, -44, 14, 1, -8, 6, 0.0
CCN(CC)CCNC(=O)Cn1cnc2sc(C)c(S(=O)(=O)N3CCC(C)CC3)c2c1=O
    -3, 0, 0, 6, -3, -3, .
OCCNCc1cccc(OCc2ccc(Cl)cc2)c1
    -5, 11, -2, -4, -10, 5, .
O=[N+]([O-])c1cc([N+](=O)[O-])c(Oc2cncc(Cl)c2)cc1NC1CCCCCCC1
    0, 9, 0, -17, 3, 6, -0.1
O=C(CN(Cc1ccco1)C(=O)CNS(=O)(=O)c1ccc(Cl)cc1)NCc1ccco1
    7, -2, -6, 0, ., -5, 0.1
Cc1ccc(OCC(=O)NC(=S)Nc2ccc(Br)cn2)cc1C
    ., ., 2, -9, 0, -1, .
CN1[C@H](C(=O)Nc2nccs2)[C@@H](CO)[C@@H]2Cn3c(ccc(-c4ccccc4F)c3=O)[C@@H]21
    -1, -1, 11, 3, 0, -4, 0.2
O=C(Nc1nnc(-c2ccco2)o1)c1cccc(N2C(=O)CCC2=O)c1
    1, 5, -3, 13, 3, -3, 0.1
CCC(=O)N1[C@H](CO)[C@@H](c2ccc(-c3ccc(F)cc3)cc2)[C@@H]1CNC(C)=O
    0, -5, ., 45, ., ., 0.1
O=C(CCc1nc2ccccc2c(=O)[nH]1)NCCN1C(=O)S/C(=C\c2ccc(OC(F)F)cc2)C1=O
    -2, 12, -3, -1, -1, 4, 3.8
COc1ccc(S(=O)(=O)N(C)C[C@H]2OCCCC[C@H](C)Oc3ccc(NC(=O)Cc4ccccc4)cc3C(=O)N([C@@H](C)CO)C[C@H]2C)cc1
    4, ., 5, -4, 0, 1, -0.2
CC1CN(c2cc(-c3ccccc3)c3ccccc3n2)CC(C)O1 (stereo not drawn)
    0, ., -5, ., -1, 2, .
CCC(=O)N(C)C[C@H]1Oc2cc(C#Cc3ccccc3)ccc2S(=O)(=O)N([C@@H](C)CO)C[C@@H]1C
    -1, -59, -1, -8, 4, -3, 0.2
CCCCCCN1CCN(C2CN(Cc3ccc(C)cc3)S(=O)(=O)C2)CC1 (stereo not drawn)
    -3, -3, -6, 2, -2, 1, .
Cc1cc(C)nc(NC(=O)C(c2ccccc2)c2ccccc2)n1
    1, 22, -4, -5, 3, 4, .
CCC(C)C(NC(=O)C1CCC(=O)N1C(=O)OCc1ccccc1)C(=O)NC(C(=O)N1CCCC1C(N)=O)C(C)CC (stereo not drawn)
    4, -2, -5, 13, -3, -5, .
O=C(NC1CCCCCC1)c1cc(S(=O)(=O)N2CCOCC2)ccc1F
    -1, 9, 0, 4, 1, 2, .
COc1cccc(NC(=O)N[C@H]2CC[C@H](CC(=O)Nc3ccccc3)O[C@H]2CO)c1
    1, -4, 1, 2, 1, -2, -0.4
CSc1ccc(S(=O)(=O)NCCOc2ccccc2C)cc1
    ., ., -5, ., 0, -2, .
COc1ccc(NC(=O)N(C)C[C@@H]2OCCCC[C@@H](C)Oc3ccc(NC(=O)Nc4c(C)noc4C)cc3C(=O)N([C@H](C)CO)C[C@@H]2C)cc1
    2, 2, 29, -3, 0, 3, -0.1
Cc1c(O)nc2sc3ccccc3n2c1=O
    ., ., -5, 8, -2, 2, .
Cc1cc(C)c(NC(=O)CSc2ccc(-c3cccnc3)nn2)c(C)c1
    ., ., -3, 1, 4, 2, -0.1
N#CCCN(C(=O)COC(=O)C1=NNC(=O)CC1)c1ccccc1
    0, -2, 2, ?, 1, 5, .
Cc1cccc(NC(=O)N2CCCC2C(=O)Nc2ccccc2)c1 (stereo not drawn)
    3, -4, -12, 2, 1, 3, 1.1
O=C(Cc1ccccc1)N1CC[C@H]2[C@H](CO)Nc3ccc(C4=CCCCC4)cc3[C@H]21
    ., ., ., ?, -3, -2, -0.4
C/C=C/c1ccc([C@H]2[C@@H](CO)N3CCCCN(C(=O)Nc4ccc(F)cc4)C[C@H]23)cc1
    2, -31, 60, ?, 3, -1, 0.3
NS(=O)(=O)c1ccc(N2N=C(c3ccccc3)CC2c2cccc(Cl)c2)cc1 (stereo not drawn)
    10, 22, -2, -15, ., 4, -0.3
CCCNC(=O)C[C@H]1CC[C@H]2[C@@H](COc3ccc(NC(=O)c4cccc(OC)c4)cc3C(=O)N2C)O1
    3, 5, -14, -4, 5, 5, 0.1
O=C1CN(C(=O)COc2ccc(Br)cc2)c2ccccc2N1
    ., ., -3, 3, -4, 2, .
Cc1ccc(-c2ccc([C@@H]3[C@@H](CO)N4CCCCN(C(=O)c5ccc(F)cc5)C[C@@H]34)cc2)cc1
    2, 1, 10, 9, 5, -3, -0.7
CCOC(=O)C1(C)CCN1C(=O)c1cccs1 (stereo not drawn)
    3, 15, -22, -1, -1, -7, -0.1
Cc1cccc(C)c1-n1nnnc1C(c1ccnc2ccccc12)N(CCN(C)C)Cc1ccccc1 (stereo not drawn)
    ., ., -4, 2, -5, -8, -0.6
Cc1noc(C)c1COc1ccc(C(=O)OCC(N)=O)cc1
    ., ., 0, 0, 14, -3, .
CCCNC(=O)[C@@H]1c2ccccc2C(=O)N(CC23CC4CC(CC(C4)C2)C3)[C@H]1c1ccc(CO)cc1
    10, ., 3, -2, 1, 4, .

# Profiles as entered above:
# CSc1ccc(S(=O)(=O)NCCOc2ccccc2C)cc1 across the screens: PglD DTNB = .; C2C12 statin = .; S100A4 MyoIIA = -5; DENV2 CPE = .; SIRT5 inh = 0; ERp5 inh = -2; E-selectin induc = .
# NS(=O)(=O)c1ccc(N2N=C(c3ccccc3)CC2c2cccc(Cl)c2)cc1 (stereo not drawn) across the screens: PglD DTNB = 10; C2C12 statin = 22; S100A4 MyoIIA = -2; DENV2 CPE = -15; SIRT5 inh = .; ERp5 inh = 4; E-selectin induc = -0.3

# Later entries
# Each structure is followed by: PglD DTNB, C2C12 statin, S100A4 MyoIIA, DENV2 CPE, SIRT5 inh, ERp5 inh, E-selectin induc
CCCS(=O)(=O)NC(=O)C1(C)CCN(C(=O)Cc2ccc(F)cc2)C1 (stereo not drawn)
    2, 6, 0, 17, -5, 4, 0.2
CN(CC(=O)Nc1cccc(F)c1)C(=O)c1cc(S(=O)(=O)N2CCN(c3ccccc3)CC2)ccc1Cl
    3, -6, -3, 11, 1, 2, -0.7
CN(C(=O)c1ccc(Oc2ccc([N+](=O)[O-])cc2)cc1)C1CCCCC1
    -2, -3, -23, -7, 0, 0, .
CN(C)C(=O)c1ccc(-c2ccc3c(c2)[C@@H]2[C@@H](CCN2C(=O)C2CCOCC2)[C@H](CO)N3C)cc1
    1, -6, -6, -4, 10, -3, 0.8
CC(=O)Nc1cccc(-c2nc3ccccc3s2)c1
    ., -26, 9, 4, -1, 7, .
CCN(CC(=O)Nc1ccc(OC)cc1)C(=O)CSCC(=O)Nc1cc(C)on1
    -3, 3, -7, -5, -1, 3, -2.5
NC(=O)[C@H]1CC2(CC(c3cccc(NC(=O)[C@H]4CCC(=O)N4)c3)=NO2)CN1C(=O)c1ccccc1C(=O)c1ccccc1 (stereo partly drawn)
    -4, 12, ., ., ., ., -0.2
CCN(CC)S(=O)(=O)c1ccc(/C=C/C(=O)Nc2ccc(F)cc2F)cc1
    2, ., 13, 9, -1, -6, 1.7
Cc1ccc(OCC(=O)N2CCOCC2)c([N+](=O)[O-])n1
    2, ., 5, -4, 2, 6, .
CCC(=O)N1C[C@H]2[C@@H](c3ccccc31)[C@H](CO)N2C(=O)Nc1ccccc1
    -2, 5, 4, -7, 3, 1, -0.3
C[C@@H]1CN([C@H](C)CO)C(=O)c2cc(C#CCc3ccccc3)cnc2O[C@H]1CN(C)Cc1ccccn1
    0, ., -28, 0, 1, 4, -0.1
CC(C)CN1CCC(C(=O)N2CCN(c3ccccc3F)CC2)CC1
    11, 4, -3, 3, -8, 1, -1.6
